From PubChem BioAssay
pCIP destab: lowers stability of the mouse p/CIP coactivator protein; Q05BA5; decrease of EGFP signal, % at 10 µM; F442A p/CIP-EGFP cells, EGFP fluorescence, 16 h; 290,000 compounds, 0.01% hits;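 active = EGFP signal decrease of at least 30% at 10 µM or well 3 SD below plate mean, unless failing retest; inactive = the rest, including hits failing retest or dose response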; also: some compounds called inactive have numbers as strong as hits; many of its hits are not listed in these tables
Target sequence (Q05BA5 1-1403): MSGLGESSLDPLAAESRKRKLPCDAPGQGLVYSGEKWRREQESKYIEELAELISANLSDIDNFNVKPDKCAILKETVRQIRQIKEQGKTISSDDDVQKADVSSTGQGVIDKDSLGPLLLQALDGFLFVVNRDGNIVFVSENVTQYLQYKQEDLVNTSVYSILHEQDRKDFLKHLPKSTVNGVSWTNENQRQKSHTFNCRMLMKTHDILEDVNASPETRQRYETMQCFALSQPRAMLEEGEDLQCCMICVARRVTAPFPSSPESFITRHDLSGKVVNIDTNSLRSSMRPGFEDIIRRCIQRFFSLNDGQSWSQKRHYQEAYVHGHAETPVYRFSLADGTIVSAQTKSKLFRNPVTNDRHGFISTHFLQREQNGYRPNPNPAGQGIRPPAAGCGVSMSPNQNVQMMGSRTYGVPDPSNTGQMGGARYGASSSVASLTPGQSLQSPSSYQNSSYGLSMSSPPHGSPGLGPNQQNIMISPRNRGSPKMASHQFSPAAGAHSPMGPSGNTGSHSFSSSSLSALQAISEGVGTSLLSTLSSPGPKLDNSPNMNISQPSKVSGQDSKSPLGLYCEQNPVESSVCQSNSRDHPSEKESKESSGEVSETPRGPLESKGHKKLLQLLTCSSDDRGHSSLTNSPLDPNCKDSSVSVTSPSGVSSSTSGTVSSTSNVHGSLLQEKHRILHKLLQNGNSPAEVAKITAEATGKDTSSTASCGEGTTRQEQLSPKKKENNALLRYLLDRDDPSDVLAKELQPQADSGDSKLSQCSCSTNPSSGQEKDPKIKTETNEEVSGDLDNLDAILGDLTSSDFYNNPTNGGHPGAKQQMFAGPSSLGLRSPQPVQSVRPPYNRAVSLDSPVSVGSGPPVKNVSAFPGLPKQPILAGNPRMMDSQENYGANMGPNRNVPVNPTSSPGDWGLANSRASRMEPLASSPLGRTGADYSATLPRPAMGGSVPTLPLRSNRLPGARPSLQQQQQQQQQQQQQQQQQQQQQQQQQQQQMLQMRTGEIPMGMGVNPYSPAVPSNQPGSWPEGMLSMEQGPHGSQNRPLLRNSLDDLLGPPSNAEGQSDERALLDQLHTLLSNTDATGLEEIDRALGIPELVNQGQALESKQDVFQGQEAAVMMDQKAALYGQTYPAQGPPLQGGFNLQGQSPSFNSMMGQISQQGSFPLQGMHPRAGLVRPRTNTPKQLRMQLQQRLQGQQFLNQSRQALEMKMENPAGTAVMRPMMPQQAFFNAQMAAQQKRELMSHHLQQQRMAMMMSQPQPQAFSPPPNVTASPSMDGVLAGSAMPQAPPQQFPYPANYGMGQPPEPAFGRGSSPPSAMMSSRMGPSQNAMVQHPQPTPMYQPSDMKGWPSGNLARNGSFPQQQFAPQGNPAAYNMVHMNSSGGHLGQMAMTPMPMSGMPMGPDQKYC
PHOSPHO1 block: PHOSPHO1 (human) inhibition. inhibition, % at 13.3 µM. 290,000 compounds, 1.1% hits. Q8TCT1. recombinant PHOSPHO1, absorbance phosphatase assay. AID 1565; in the data active = inhibition above about 60%
IDE cell activ: IDE (human) activation, cell-based. P14735. activation, % at 5.96 µM. HEK cells, FAbeta-B cleavage, fluorescence polarization; 0% vehicle, 100% cell-free pure enzyme wells. 340,000 compounds, 0.073% hits;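 active = activation above the mean of all tested compounds plus 3 SD, set per screening campaign, cut at about 17% in these data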
CRFBP-R2 block: CRF-BP/CRF-R2 complex antagonism; HEK293 CRF-R2/CRF-BP, CRF-induced calcium fluorescence; inhibition, % at 11.8 µM; 350,000 compounds, 0.59% hits; AID 588475;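 active = inhibition of the ligand-induced calcium signal above about 50% at the single tested concentration, limit read from the data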
IDE inh: inhibits human insulin-degrading enzyme in HEK cells; P14735; FAbetaB cleavage, fluorescence polarization; inhibition, % at 5.59 µM; 320,000 compounds, 0.41% hits; AID 434962;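 active = percent inhibition above the average of all tested compounds plus 3 SD, set per screening campaign, cut at about 16% in these data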;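 also: IDE supplied by intact live HEK cells; FP after avidin binding of uncleaved biotin substrate so inhibition keeps polarization high; 0% = DMSO wells and 100% = 60 µM reference IDE inhibitor Ii1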
GalR3 antagonist: human GalR3 antagonism; HEK293 GalR3-CNG cAMP membrane potential fluorescence; galR3 body fused to GalR1 C-terminus; inhibition, % at 3 µM; 360,000 compounds, 0.44% hits; AID 651719;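 active = inhibition above the screen-wide average plus 3 SD, cut at about 13% in these data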;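 also: forskolin and galanin both at EC90 stimulate the cells; cAMP rise reported by CNG channel membrane potential dye signal; 0% = forskolin plus galanin with DMSO and 100% = forskolin alone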
M4 PAM: CHRM4 positive allosteric modulation; 360,000 compounds, 0.4% hits; P08173; activation, % at 3 µM; CHO-K1 hM4/Gqi5, Fluo-8 calcium fluorescence, ACh EC20; 0% = ACh EC20, 100% = maximal ACh;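 active = activation above its plate's cutoff, the mean activation of sample wells plus 3 SD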; also: some results filed as inactive read as strong as hits
MEKK3 PB1 HTS: MEKK3-MEK5 PB1 interaction, increase or decrease | Q99759 | bead-based flow cytometry, Alexa488-MEK5 binding to MEKK3; actives lie on both sides; 0 = blocked by unlabeled MEK5, 100 = vehicle | binding response (% of control), % at 10 µM | 290,000 compounds, 1.4% hits | AID 1529;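 active = binding response more than 3 SD above or below the average of its plate-row segment, actives on both sides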;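 also: Alexa488 bead fluorescence after subtracting the streptavidin-only scavenger bead signal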
CRFBP-R2 agonist: agonists of human CRF-binding protein/CRF-R2 receptor complex | HEK293 CRF-R2/CRF-BP, calcium dye fluorescence (FLIPR); percent of saturating CRF peptide response | activation, % at 13.2 µM | 350,000 compounds, 0.46% hits | AID 588473;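 active = activation of at least 50%, plus an integration ratio under a set limit after plate pattern correction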;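 also: plate controls were neutral control wells without compound for no effect and CRF at EC100 for full effect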
Starred values were filed as active, the others as inactive; . = no result given; & = joins results of further samples; [ ] = remark or other dose. Rows were taken by chance; any-hit rate near 4.2%.

SMILES	pCIP destab	PHOSPHO1 block	IDE cell activ	CRFBP-R2 block	IDE inh	GalR3 antagonist	M4 PAM	MEKK3 PB1 HTS	CRFBP-R2 agonist
CN1/C(=C\C=C2/C(=O)Oc3ccccc3C2=O)C(C)(C)c2ccccc21	-352	-4	.	-383	184*	-6	.	50*[inhibitor]	323*
CCc1cc(=O)oc2c(C)c(OCC(=O)NCCCN3CCCC3=O)ccc12	11	2	5	0	3	-6	4	99	0.6
CCCC1(c2ccccc2)NC(=O)N(CC(=O)NCc2ccc(C)cc2)C1=O (stereo unspecified)	-18	14	3	11	0	-2	-2	101	-1.0
Cc1cc(NC(=O)CSc2n[nH]c(N)n2)no1	-2	16	3	9	-1	-3	-3	103	-0.7
O=C(NCc1ccccn1)C1CCCCC1	13	2	3	0	-3	3	-3	80	6.4
Cc1c(Cl)cccc1NC(=O)CCC(=O)N/N=C/c1ccc[nH]1	2	-4	1	11	0	-3	-7	111	0.1
COc1cccc(C(=O)NNC(=O)c2cccc3ccccc23)c1	.	.	2	8	.	-7	1	.	-1.6
Cc1nc(NC(=O)CSc2nnc3ccccn23)c(Cl)cc1Cl	-1	0	-1	14	2	0	-4	99	-1.5
COc1ccc(-c2nc3n(c2C)Cc2ccccc2-3)cc1	-8	20	2	3	2	-5	-9	97	-0.1
CNC(=O)c1sccc1Oc1ccc(F)cc1[N+](=O)[O-]	14	4	6	15	1	-7	1	90	-1.3
O=C1CCCN1CCCn1cnc2c([nH]c3ccc(F)cc32)c1=O	-2	7	3	-9	-3	-1	14	84	1.4
CCN(C(=O)CSc1nnc(NCc2ccccc2)s1)C1CCS(=O)(=O)C1 (stereo unspecified)	2	6	-3	1	2	-3	7	98	-0.5
CC/C(=N\NC(=O)c1ccncc1)C12CC3CC(CC(C3)C1)C2	4	11	-2	-10	2	-4	-2	100	-1.2
COc1cccc(/C=N/n2cnc3cc(C)c(C)cc32)c1OC	2	22	0	-16	2	-2	-11	99	-1.9
CCc1ccccc1NC(=O)CNC(=O)c1ccc(OCc2cn3ccccc3n2)cc1	.	.	4	6	2	5	3	.	-2.0
COc1ccc(CC(=O)N2CCc3ccccc32)cc1	0	0	8	13	3	-1	8	81	-3.1
CCC(=O)OCC(=O)Nc1ccc(OC)cc1[N+](=O)[O-]	-1	20	7	-4	6	0	4	99	-0.8
O=C(Nc1ccccn1)c1cc(-c2cccc(Cl)c2)nc2ccccc12	-3	46	2	-31	-1	7	-12	103	4.5
O=C(Nc1nccs1)c1cn2ccccc2n1	-19	13	0	-11	3	0	-4	101	3.7
Cc1cccc(C(=O)Nc2scc(-c3ccc(Br)cc3)c2C(=O)O)c1	.	.	0	50*	4	2	-5	.	0.5
O=C1C2CCCCC2C(=O)N1c1cccc(OS(=O)(=O)c2ccccc2)c1 (stereo unspecified)	4	-9	-5	9	5	1	-1	97	-1.6
CCOC(=O)C1C(=O)C=C(c2cccc(NS(C)(=O)=O)c2)CC1c1ccco1 (stereo unspecified)	1	-7	5	0	5	1	5	104	0.0
CCNC(=O)N1c2ccc(OC)cc2C(C)=CC1(C)C	1	18	5	7	7	-2	10	97	-0.5
Cc1csc(=O)n1CCC(=O)OCC(=O)c1c(N)n(C)c(=O)n(C)c1=O	.	.	2	-12	-4	-4	9	.	1.4
O=C(NC(=S)Nc1cc(C(F)(F)F)ccc1N1CCOCC1)c1ccc(-c2cccc(Cl)c2)o1	-5	6	0	-6	0	-9	3	100	0.2
O=C(Nc1nc(-c2ccco2)c(-c2ccco2)s1)c1c(F)cccc1Cl	.	.	3	0	-1	-3	-1	.	1.8
COc1cc(/C=N/NC(=O)c2sc3nc(C)cc(C)c3c2N)ccc1O	0	27	.	-1	5	0	-3	88	-0.5
O=C(c1csc(Nc2ccccc2Cl)n1)N1CCCC1	6	0	-3	4	6	-5	23	.	-0.8
N#Cc1nc(Cc2cccc3ccccc23)oc1N1CCC(C(N)=O)CC1	-2	4	4	-7	1	-2	10	96	-0.9
Cc1cccc(NC(=O)c2c(C)nn(-c3ccccc3)c2Cl)c1	-1	24	-3	23	3	-2	0	104	-6.2
COc1ccccc1S(=O)(=O)N(C)C[C@H]1OCc2cnnn2CCCC(=O)N([C@@H](C)CO)C[C@H]1C	.	.	.	15	.	-4	1	.	-0.1
O=C(Oc1cccc(-n2cnnn2)c1)c1ccco1	-4	-10	2	11	3	0	7	100	0.5
Cc1ccc(C)c(NC(=O)c2cc([N+](=O)[O-])cc([N+](=O)[O-])c2)c1	-9	.	7	-13	-2	-7	-3	105	-0.5
O=C(Nc1ccc2c(c1)OCO2)C1CCCN1C(=O)Nc1ccccc1F (stereo unspecified)	-3	7	2	-1	2	-4	2	96	0.0
COC(=O)C1=CN(CC2CCCO2)C=C(C(=O)OC)C1c1ccccc1C(F)(F)F (stereo unspecified)	12	-5	7	-32	0	3	4	106	-0.8
CC(=O)Nc1ccc(NC(=O)C(C)OC(=O)CCCN2C(=O)c3cccc4cccc(c34)C2=O)cc1 (stereo unspecified)	.	.	10	12	5	-4	17	.	-2.9
CCC(=O)c1cn(CC(=O)Nc2cccc(C)c2C)c2ccccc12	-6	14	1	9	1	-8	-1	107	0.5
COc1ccc(N2CCN(C(=O)COc3ncnc4ccccc34)CC2)cc1	0	16	0	-2	1	-3	-2	104	0.8
O=C(Cc1ccccc1[N+](=O)[O-])NCc1ccccc1Cl	8	23	1	17	-2	-5	-3	105	0.3
COc1ccc(CCN(Cc2ccccn2)C(=S)Nc2ccccc2Cl)cc1OC	12	-14	4	8	8	2	-3	101	-3.2
N#C/C(=C/c1cccn1-c1cccc(C(=O)O)c1)c1ccc(Cl)cc1	-18	16	-2	21	-1	-8	-2	106	0.1
O=C(CS(=O)(=O)c1cn(Cc2ccc(Cl)cc2)c2ccccc12)N1CCOCC1	-3	-9	5	-24	2	.	-5	105	-0.6
C/C(=N\OC(=O)c1cccc(C)c1)c1sc(-c2ccccc2)nc1C	-2	40	3	4	3	-4	12	105	5.8
COC(=O)c1ccc(OCC(O)CN2CCOCC2)cc1 (stereo unspecified)	-2	19	0	0	8	-9	2	108	0.8
COc1ccc(N2CCN(C(=O)c3oc4c(c3C)C(=O)CCC4)CC2)cc1	-6	32	-3	9	5	-8	-2	100	0.6
O=C(O)COc1ccccc1/C=N/NC(=O)Cc1csc(Nc2cccc(C(F)(F)F)c2)n1	-6	12	.	-10	3	-3	3	103	1.0
Cc1nc(Nc2nc3ccccc3o2)nc(C)c1C(=O)Nc1ccc(F)cc1	0	44	3	41	2	-1	1	97	-0.8
O=C(CCn1nc(-c2ccccc2)c2ccccc2c1=O)NN1CCOCC1	-13	30	5	2	-1	-5	6	103	-0.4

Rewritten bar-delimited: entries from further up
canonical_smiles | pCIP destab | PHOSPHO1 block | IDE cell activ | CRFBP-R2 block | IDE inh | GalR3 antagonist | M4 PAM | MEKK3 PB1 HTS | CRFBP-R2 agonist
COc1ccc(CCN(Cc2ccccn2)C(=S)Nc2ccccc2Cl)cc1OC | 12 | -14 | 4 | 8 | 8 | 2 | -3 | 101 | -3.2
N#C/C(=C/c1cccn1-c1cccc(C(=O)O)c1)c1ccc(Cl)cc1 | -18 | 16 | -2 | 21 | -1 | -8 | -2 | 106 | 0.1

Entries of single compounds, quoted from the list. Order of values: pCIP destab | PHOSPHO1 block | IDE cell activ | CRFBP-R2 block | IDE inh | GalR3 antagonist | M4 PAM | MEKK3 PB1 HTS | CRFBP-R2 agonist
Profile of O=C(Cc1ccccc1[N+](=O)[O-])NCc1ccccc1Cl : 8 | 23 | 1 | 17 | -2 | -5 | -3 | 105 | 0.3
Profile of N#C/C(=C/c1cccn1-c1cccc(C(=O)O)c1)c1ccc(Cl)cc1 : -18 | 16 | -2 | 21 | -1 | -8 | -2 | 106 | 0.1

(list continues)
SMILES	pCIP destab	PHOSPHO1 block	IDE cell activ	CRFBP-R2 block	IDE inh	GalR3 antagonist	M4 PAM	MEKK3 PB1 HTS	CRFBP-R2 agonist
CCCOc1ccc(S(=O)(=O)N2CCOCC2)cc1[N+](=O)[O-]	9	2	4	0	-10	-6	9	104	-1.7
CC(=O)C(=Nc1ccccc1Cl)NNc1ccc(Cl)cc1	15	2	-5	4	-1	-4	-5	106	-7.6
CC(C)CC(=O)NNC(=O)C(C)C	8	-10	-2	13	2	-1	-2	107	1.1
Cc1ccc(-c2nnc3ccc(SCC(=O)N4CCCc5ccccc54)nn23)cc1	-8	-32	5	-25	3	-3	-5	121	-0.9
COc1ccc(COC(=O)N/N=C(\C)CC(=O)Nc2ccc(Cl)cc2)cc1	-12	-9	0	5	1	-4	6	89	0.2
O=C(O)c1ccc(F)c(S(=O)(=O)Nc2ccccc2Cl)c1	-8	-7	4	2	3	-8	-4	75	-2.0
COc1ccc(CC(=O)OCC(=O)NC(=O)NC23CC4CC(CC(C4)C2)C3)cc1	3	2	4	4	4	-7	1	98	0.0
Cc1cnnn1-c1cccc([N+](=O)[O-])c1	8	7	2	6	4	-1	-1	98	0.9
CCCCn1c(SCCN2CCCCC2)nc2c1c(=O)n(C)c(=O)n2C	.	.	.	-3	.	-8	1	.	0.7
CC(C)(C)OC(=O)N(CCc1ccccc1)Cc1ccccc1OCc1cccc(NC(=O)/C=C/c2ccccc2)c1	.	.	-1	15	.	-6	13	.	9.2
O=C(Nc1ccc(F)cc1F)c1cc(Cl)sc1Cl	-2	31	3	0	4	-11	0	100	-0.7
O=C(CNC(=O)c1ccccc1F)OC1CCOC1=O (stereo unspecified)	.	.	0	7	6	3	4	.	-1.3
Cc1cc(C)n2nc(SCc3nnc(SCc4ccccc4C)s3)nc2n1	-6	-2	-7	4	4	-5	-4	101	-0.5
CC1CCCCC1NS(=O)(=O)c1ccc(S(=O)(=O)NCc2ccncc2)cc1 (stereo unspecified)	-13	28	.	-25	7	.	.	98	7.0
COc1ccc(CNc2n[nH]c(NCc3ccc(OC)c(OC)c3)n2)cc1OC	-6	1	3	2	0	1	-4	103	-0.9
CCCCNc1c(-c2ccc(-c3cccc(Cl)c3)cc2)nc2ccccn12	.	.	-5	-4	4	-6&-4	-15&-4	.	-1.4
CC(=O)c1c(C)[nH]c(C(=O)CN2C(=O)NC(CCc3ccccc3)C2=O)c1C (stereo unspecified)	-10	4	2	-19	4	-4	-18	96	-0.4
COC(=O)CC1C(=O)NCCN1C(=S)Nc1ccc(F)cc1 (stereo unspecified)	-16	16	-1	-6	9	-3	-2	98	0.2
COc1ccc(S(=O)(=O)Nc2ccccc2C(=O)N2CCOCC2)cc1OC	3	6	-3	-11	3	-5	1	97	0.3
Cc1ccc(NC(=S)N2CCC(N(C)CC3CCCO3)CC2)c(C)c1 (stereo unspecified)	-5	2	7	10	0	-8	-1	99	-0.6
COc1ccc(CNC(=O)CS(=O)Cc2nc(-c3ccc(OC)c(OC)c3)oc2C)cc1 (stereo unspecified)	-3	58	6	-6	5	-7	12	101	-0.6
CN(C)S(=O)(=O)c1cccc(NC(=O)CN2C(=O)NC(CCc3ccccc3)C2=O)c1 (stereo unspecified)	8	28	0	-4	1	-7	-1	101	-0.8
Cc1ccc(S(=O)(=O)N2CCCN(C)c3nc4ccccc4nc32)cc1	.	.	0	10	9	-3	9	.	2.9
O=C(N/N=C/c1ccccc1O)C1CC(=O)N(c2ccc(F)cc2)C1 (stereo unspecified)	4	22	4	-4	8	-7	5	100	-0.3
O=C(COc1ccccc1)NNC(=S)NC(=O)c1ccc(Cl)cc1Cl	4	2	.	-17	8	.	.	105	69*
CCOC(=O)/C(C#N)=N/Nc1ccccc1C#N	-8	-6	5	31	-1	-4	-3	90	3.4
